Anesthetic bind = binds horse apoferritin like a general anesthetic | P02791 | apoferritin/1-aminoanthracene competitive binding, fluorescence | Potency, µM (series often up to 77.5 µM), for inactives: at the highest dose activity change, negative = displacement, usual class: inhibitors | hit rate 0.074% among 350,000; note: potency is the fitted concentration of half-maximal effect; % is set by controls: 0 for no effect and ±100 for the full control effect; nearly all actives have a fitted effect of over 20% in size
Target sequence (P02791 2-175 limits assumed): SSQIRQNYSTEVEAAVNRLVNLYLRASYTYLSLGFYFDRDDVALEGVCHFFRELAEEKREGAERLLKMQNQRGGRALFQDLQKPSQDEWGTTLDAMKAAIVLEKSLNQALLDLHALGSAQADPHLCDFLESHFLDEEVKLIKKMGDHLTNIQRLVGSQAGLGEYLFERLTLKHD
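Horse-spleen apoferritin (10 uM) was mixed with 50% saturated 1-aminoanthracene in PBS, exposed to compounds for 10 min at room temperature, and read for fluorescence (ex 380 nm, em 535 nm). Competitive displacement was fitted with a four-parameter Hill equation.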
Pol kappa inh = DNA polymerase kappa (human) inhibition. hit rate 0.53% among 400,000. AID 588579. Potency, µM (titrated, usually from 107 µM), without a hit: top-dose activity, negative = inhibition, actives largely listed as inhibitors. purified Pol kappa, fluorescent DNA synthesis assay, 10 min; note: potency is the fitted concentration of half-maximal effect; % is set by controls: 0 for no effect and ±100 for the full control effect
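Fluorescent qHTS in 1536-well format: enzyme (10 nM) and compound sat 15 min at room temperature before 50 nM substrate (final) was added. Signal taken at 0 and 10 min; no-enzyme buffer wells were negative controls.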
Pol beta inh = DNA polymerase beta (human) inhibition. AID 485314. Pol beta primer extension/strand displacement, fluorescence kinetic. Potency, µM (titrated, usually from 114 µM), for the others: at the highest dose activity change, negative = inhibition, hits mostly inhibitors. P06746. hit rate 1.3% among 340,000; note: potency is the fitted concentration of half-maximal effect; % is set by controls: 0 for no effect and ±100 for the full control effect
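Preincubation: enzyme (10 nM) with compound, 15 min, RT. Reaction: substrate added to 50 nM final. Reads: 0 and 10 min. Analysis: normalized, Hill fit.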
Pol eta inh = blocks human DNA polymerase eta activity | Q9Y253 | recombinant Pol eta, fluorescent DNA replication assay | Potency, µM (series often up to 114 µM), without a hit: top-dose activity change, negative = inhibition, usual class: inhibitors | hit rate 1.2% among 390,000; note: potency is the fitted concentration of half-maximal effect; % is set by controls: 0 for no effect and ±100 for the full control effect
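Pol eta (10 nM) was preincubated with compounds for 15 min at room temperature, after which fluorescent replication substrate (50 nM final) was added to start the reaction. Fluorescence was read kinetically at 0 and 10 min.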
BLM inh = blocks DNA unwinding by human BLM helicase. P54132. recombinant BLM DNA unwinding, fluorescence dequenching. Potency, µM (doses to about 56.1 µM), for inactives: top-dose activity change, negative = inhibition, actives largely listed as inhibitors. hit rate 0.2% among 350,000;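 note: potency is the fitted concentration of half-maximal effect; plate controls were vehicle for no effect and no enzyme for full effect; nearly all actives have a fitted effect of over 35% in size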
RXFP1 antagonist = blocks the human relaxin receptor RXFP1; Q9HBX9; HEK293-RXFP1, relaxin-stimulated cAMP HTRF, 30 min; active compounds read low; activity change, negative = inhibition, % at 57.5 µM; hit rate 0.59% among 350,000; AID 1259400;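 active = activity change of -60% or lower, but not beyond a set lower limit; inconclusive = change between -60% and -40%, or beyond the set limit; inactive = change above -40%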; note: % is set by controls: 0 for no effect and ±100 for the full control effect
APE1 inh = blocks human APE1 abasic DNA cleavage; Potency, µM (highest dose often 65.8 µM), for inactives: top-dose activity change, negative = inhibition, hits mostly inhibitors; P27695; hit rate 0.35% among 350,000; recombinant APE1, TAMRA/BHQ-2 abasic DNA cleavage fluorescence;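 note: potency is the fitted concentration of half-maximal effect; plate controls were vehicle for no effect and reference inhibitor for full effect; nearly all actives have a fitted effect of over 55% in size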
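Compound pre-exposure to 0.75 nM APE1, 15 min at ambient temperature. Reaction initiated with 50 nM TAMRA/BHQ-2 THF substrate, read immediately in kinetic mode, 525 nm excitation, 598 nm emission.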
Tb PGK inh = T. brucei PGK inhibition. P07378. PGK/GAPDH coupled, Kinase-Glo luminescence, 60 min. Potency, µM (highest dose often 57.5 µM), for the others: at the highest dose activity change, negative = inhibition, hits mostly inhibitors. hit rate 0.043% among 380,000. AID 602233; note: potency is the fitted concentration of half-maximal effect; % is set by controls: 0 for no effect and ±100 for the full control effect; nearly all actives have a fitted effect of over 60% in size
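Recombinant glycosomal PGK reaction used 1,3-bisphosphoglycerate generated in-well by GAPDH (100nM final) in 100mM TEA pH 7.6, 5mM MgCl2, 0.01% Tween-20. After 60 minutes at room temperature, ATP was read by Kinase-Glo Plus luminescence end-point.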
Pol iota inh = DNA polymerase iota (human) inhibition; Pol iota fluorescent replication assay, 10 min; Potency, µM (doses to about 115 µM), for inactives: top-dose activity, negative = inhibition, usual class: inhibitors; AID 588590; hit rate 1% among 390,000; Q9UNA4; note: potency is the fitted concentration of half-maximal effect
Target sequence (Q9UNA4 whole entry, looked up): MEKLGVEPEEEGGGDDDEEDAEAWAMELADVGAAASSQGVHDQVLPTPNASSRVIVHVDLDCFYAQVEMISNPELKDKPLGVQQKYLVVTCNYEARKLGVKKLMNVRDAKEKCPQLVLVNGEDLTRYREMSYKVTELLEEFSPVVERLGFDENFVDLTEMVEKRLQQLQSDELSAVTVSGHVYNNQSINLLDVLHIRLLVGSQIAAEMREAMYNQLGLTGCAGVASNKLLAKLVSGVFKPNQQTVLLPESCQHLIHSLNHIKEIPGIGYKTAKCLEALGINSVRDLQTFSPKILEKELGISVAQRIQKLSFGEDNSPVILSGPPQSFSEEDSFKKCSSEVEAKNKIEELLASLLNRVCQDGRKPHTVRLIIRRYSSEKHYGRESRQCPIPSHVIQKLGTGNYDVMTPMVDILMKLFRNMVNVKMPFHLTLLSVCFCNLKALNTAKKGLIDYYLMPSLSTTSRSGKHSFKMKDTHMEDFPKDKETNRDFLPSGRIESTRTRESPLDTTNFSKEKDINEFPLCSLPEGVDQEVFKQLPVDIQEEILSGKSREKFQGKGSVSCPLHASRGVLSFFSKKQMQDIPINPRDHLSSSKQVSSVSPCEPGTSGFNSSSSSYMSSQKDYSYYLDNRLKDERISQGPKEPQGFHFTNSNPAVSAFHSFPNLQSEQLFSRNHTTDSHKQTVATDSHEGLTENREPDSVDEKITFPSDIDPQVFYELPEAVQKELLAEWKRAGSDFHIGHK
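Fluorescent replication assay read twice, at 0 min and 10 min after adding 50 nM (final) substrate. Enzyme (10 nM) and compounds were first incubated 15 min at room temperature; enzyme-free buffer wells were negative controls.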
Starred values were filed as active, the others as inactive; i = inactive; ? = inconclusive; · = not tested or not shown; & = joins results of further samples; [ ] = remark or other dose. Unless noted, calls come from the whole dose curve; as a rule, active = well fitted curve in the direction sought with a large enough effect; inconclusive = small, poorly fitted or top-dose-only effect, or another doubt; inactive = no such curve, though single readings can be large; an effect the other way counts as inactive or inconclusive. Not all compounds are listed. The share of hits here may be higher or lower than overall.

SMILES	Anesthetic bind	Pol kappa inh	Pol beta inh	Pol eta inh	BLM inh	RXFP1 antagonist	APE1 inh	Tb PGK inh	Pol iota inh
Cc1cc(NC(=O)c2cc(-c3cccs3)nc3ccccc23)no1	11%	-6%	-10%	-12%	-8%	-10	-7%	2%	16%
O=C(Nc1ccnn1C1CCN(Cc2cccnc2)CC1)c1ccccc1Cl	-8%	-5%	3%	-17%	1%	-7	5%	-5%	17%
CCN(CC)CCN(C(=O)c1c(F)cccc1F)c1nc2cc(C)cc(C)c2s1	-10%	-2%	-1%	-26%	-3%	-3	-2%	i	?
NC(=S)N/N=C/c1c(O)ccc2ccccc12	0%	-6%	13%	-5%	-3%	4	12%	4%	-5%
O=C(N/N=C\c1ccco1)c1cncc(Br)c1	-2%	·	-22%	·	2%	·	-1%	·	·
CCOc1ccccc1NC(=O)CSc1nccn1Cc1ccc(F)cc1	?	-5%[60.1 µM]	1%	-24%	0%	-3	·	-8%	4%
O=C(CSc1nc2c(cnn2-c2cccc(Cl)c2)c(=O)[nH]1)NCC1CCCO1 (stereo not given)	·	1%	·	-16%	·	-9	3%	1%	23%
COc1ccc(NC(=O)CN2CCN(c3nc(-c4cccc(OC)c4)cs3)CC2)cc1	53%[activator]	-1%	-3%	-2%	-7%	-4	-8%	i	?
COc1ccc(S(=O)(=O)n2c(CCN3CCOCC3)nc3ccccc32)cc1	-6%	-22%	2%	-1%	0%	-8	1%	-2%	0%
Nc1nccc(-c2ccc(-n3cnc4ccccc43)cc2)n1	-9%	-2%	1%	-11%	-9%	-20	-1%	-9%	39%[activator]
COc1ccc(Cn2ccc3nc(C)c(C(=O)NCc4ccc(OC)cc4OC)cc3c2=O)cc1	-8%	6%	17%	-16%	-3%	-19	·	i	23%
COc1ccc(OC)c(S(=O)(=O)Nc2cccc(-c3ccc4nncn4n3)c2)c1	-18%	-1%	-7%	-11%	3%	-6	-1%	-3%	13%
CC(=O)Nc1ccc(S(=O)(=O)N(C)CC(=O)NCCOc2ccccc2)cc1	·	-3%	·	-23%	·	1	-2%	-4%	18%
COc1cc2c(cc1OC)/C(=C/C(=O)N1CCOCC1)NC(C)(C)C2	304%[activator]	-5%	1%	2%	-5%	0	-3%	i	-1%
O=C(CCCOc1ccc(Cl)cc1Cl)NCCc1ccccn1	-6%	-10%	36%	-8%	-4%	-11	18%	-7%	68%[activator]
CCN(C(=O)CSc1nnc2c3ccccc3n(CC)c2n1)C1CCS(=O)(=O)C1 (stereo not given)	-16%	-13%	5%	0%	0%	3	1%	12%	18%
Cc1ccc(NC(=O)c2ccc(S(=O)(=O)N3CCCC3)cc2)nc1	·	-4%	·	-8%	·	-6	-10%	-8%	47%[activator]
CCOC(=O)c1ccccc1NC(=O)CSc1nc(=O)[nH]c2c1CCC2	-11%	-3%[60.1 µM]	4%	-14%	1%	-7	·	5%	12%
CC(=O)c1ccc(-c2nnc(CCC(=O)N(C)Cc3c(C)nc4ccccn34)o2)s1	-5%	18%	3%	-13%	1%	-18	-3%	-24%	29%
Cc1ccc(NC(=O)NC2C(NC(=O)Nc3ccc(C)cc3)N(C)C(=O)N2C)cc1 (stereo not given)	5%	-8%	0%	10%	-1%	-5	-1%	i	-13%
CCCCOC(=O)n1c(=O)oc2cc(S(=O)(=O)N3CCCCC3)ccc21	-18%	-5%	-6%	-12%	-5%	-16	-4%	-4%	26%
CCOc1ccc2c(c1)C(c1ccc(C)cc1)=NNC(c1ccc(C)cc1)=N2	-2%	-20%	-25%	-11%	-7%	-37	7%	1%	-2%
CCOC(=O)c1ccc(NC(=O)NCc2c(C)nn(CC)c2C)cc1	-4%	-11%	14%	-16%	-2%	-18	-2%	-5%	134%[activator]
COc1ccc2ccc(=O)oc2c1CC(=O)C(C)C	·	-2%	·	-15%	·	·	5%	1%	-6%
CCCc1cc(=O)oc2cc(C)cc(OCC(=O)NCC(O)c3ccccc3)c12 (stereo not given)	-9%	-5%	-1%	-18%	0%	24	0%	-4%	58%[activator]
(cont.)
SMILES	Anesthetic bind	Pol kappa inh	Pol beta inh	Pol eta inh	BLM inh	RXFP1 antagonist	APE1 inh	Tb PGK inh	Pol iota inh
COc1ccc(-c2csc3ncnc(Nc4cccc(OC)c4)c23)cc1	100%[activator]	-2%[60.1 µM]	1%	-5%	-3%	-20	·	3%	-1%
Cc1ccc(S(=O)(=O)N2CCC(=O)N(C(COCc3cccc(C(F)(F)F)c3)Cc3ccccc3)CC2)cc1 (stereo not given)	40%[activator]	-5%	-2%	-19%	-7%	·	-8%	i	6%
COc1cc(NC(=O)c2cccc(F)c2)ccc1NC(=O)c1cc2ccccc2o1	-1%&-3%	-7%&-16%	3%&2%	2%&5%	-4%&-8%	10&-7	10%	-7%&-3%	106%&-15%[activator]
COc1cc(OC)c(NS(=O)(=O)c2coc(C(N)=O)c2)cc1Cl	-6%	-13%	25%	-13%	1%	-3	1%	i	34%[activator]
CN(C)CC(C)(C)CNS(=O)(=O)CC12CCC(CC1=O)C2(C)C (stereo not given)	1%	-16%	12%	-2%	2%	3	-3%	-2%	6%
CCN(C(=O)COC(=O)CNC(=O)c1ccc(C)cc1)c1c(N)n(Cc2ccccc2)c(=O)[nH]c1=O	·	2%	·	-19%	·	4	16%	-7%	26%
Cc1csc(SCC(=O)NC(=O)NC(C)(C)C)n1	-16%	5%	22%	-22%	-1%	-7	1%	6%	86%[activator]
O=C(NCc1ccco1)c1ccccc1Br	3%	7%	?	15%	-1%	2	2%	-9%	8%
Cc1c(Cl)cccc1NC(=O)COC(=O)Cc1ccsc1	·	9%	·	-14%	·	1	21%	-1%	12%
COCCN1CCN(C(=O)C2CCC(=O)N(CCCc3ccccc3)C2)CC1 (stereo not given)	-2%	-1%	33%	0%	-2%	-4	4%	-9%	24%
O=S(=O)(Nc1cccc(-n2cnnn2)c1)c1ccccc1F	-22%	-4%	-13%	-14%	-3%	11	15%	-8%	13%
O=C(Cn1c(NCCCO)nc2ccccc21)c1ccc(F)cc1	-5%	12%	?	-2%	2%	·	7%	-9%	12%
CC(Oc1cccc(Cl)c1)C(=O)Nc1ccc(S(=O)(=O)NC2=NCCCCC2)cc1 (stereo not given)	·	3%	·	4%	·	-1	-10%	1%	12%
CC(C)c1ccc(S(=O)(=O)c2cn(Cc3ccc(F)cc3)c3cc4c(cc3c2=O)OCO4)cc1	1%	·	-26%	·	-2%	·	1%	·	·
O=C(CCCCn1c(=O)[nH]c2ccsc2c1=O)NCC1CCCO1 (stereo not given)	-2%	4%	1%	5%	0%	7	-1%	-5%	14%
CCCn1nc(Oc2nc(N(C)C)nc(N(C)C)n2)ccc1=O	-6%	-9%	0%	4%	0%	-9	23%	5%	64%[activator]
Cc1noc(C)c1C(=O)NC(C)C1CCCO1 (stereo not given)	3%	-8%	?	7%	-1%	19	0%	i	133%[activator]
CN(c1ccc(C(=O)N2CCOCC2)cc1)S(=O)(=O)c1ccc(Cl)cc1	-3%	-10%	40%	-12%	-1%	-4	5%	3%	10%
CCOC(=O)C1=C(CSc2nc(-c3ccncc3)ccc2C#N)OC(N)=C(C#N)C1c1cccnc1 (stereo not given)	-11%	-14%	6%	-5%	3%	3	-11%	3%	25%
O=C(CSCc1ccc(Cl)cc1)c1ccco1	?	·	?	·	-9%	·	8%	·	·
Cc1onc(-c2ccccc2Cl)c1C(=O)Nc1cc(=O)n(C)c(=O)n1C	·	-7%	·	-14%	·	-7	·	-1%	-7%
COC(=O)C1=C(C)N(Cc2ccccc2)C(=NCC(C)C)N[C@H]1c1ccc(Br)cc1	-20%	·	-8%	·	-6%	·	7%	·	·
CCN(C(=O)c1cn(C)c(=O)c2cc(OC)c(OC)cc12)c1ccccc1C	-1%	-7%	36%	-12%	-3%	7	-7%	4%	19%
CC(=O)Nc1ccc(/C=N/NC(=O)CCN2CCN(c3ccccc3)CC2)cc1	2%	19%	5%	-10%	1%	3	7%	i	17%
CCOc1ccc(CNC(c2ccccc2)c2ccccc2)cc1	45%[activator]	-3%	-7%	-17%	-5%	-13	26%	-5%	-31%

Record cards, from the list above. Order of values: Anesthetic bind	Pol kappa inh	Pol beta inh	Pol eta inh	BLM inh	RXFP1 antagonist	APE1 inh	Tb PGK inh	Pol iota inh
Cc1noc(C)c1C(=O)NC(C)C1CCCO1 (stereo not given) across the screens: 3%	-8%	?	7%	-1%	19	0%	i	133%[activator]
Cc1onc(-c2ccccc2Cl)c1C(=O)Nc1cc(=O)n(C)c(=O)n1C across the screens: ·	-7%	·	-14%	·	-7	·	-1%	-7%

(listing goes on)
SMILES	Anesthetic bind	Pol kappa inh	Pol beta inh	Pol eta inh	BLM inh	RXFP1 antagonist	APE1 inh	Tb PGK inh	Pol iota inh
CC(C)C[C@H]1CN=C(N(C)C)N1CC(C)C	·	-10%	·	-7%	·	·	-10%	-5%	-1%
CNC(=O)n1ccc(C(=O)N2CCCCC2)n1	3%	-6%	3%	13%	-1%	7	0%	-7%	25%
CCCN(CC(=O)Nc1ccccc1C)C(=O)CCl	1%	0%	-14%	19%	5%	-5	-2%	-10%	85%[activator]
CC(SCC(=O)NC12CC3CC(CC(C3)C1)C2)C(=O)O (stereo not given)	4%	-18%	0%	-8%	1%	-3	4%	-4%	-1%
CCOc1ccc(-c2ccc(/C=C3/C(=N)N4C(C)=CSC4=NC3=O)o2)c([N+](=O)[O-])c1	-8%	?	35µM*	14µM*	-20%	-39	8%	0%	40µM*
COc1ccc(Cn2nnnc2CN(Cc2cc3cccc(C)c3[nH]c2=O)C2CCCC2)cc1	-6%	-4%	6%	-9%	-3%	-15	8%	2%	14%
O=C(Cn1cnc2c(cnn2-c2ccccc2)c1=O)NC1CCCC1	3%	9%	0%	-17%	-3%	·	6%	-11%	42%[activator]
